FUS suppressor: suppressors of FUS proteinopathy in yeast | S. cerevisiae FUS-expressing, growth rescue, OD600, 24 h | Potency, µM (titrated, usually from 76.6 µM), for inactives: at the highest dose growth rescue (activation), usual class: activators | actives 0.24% (n = 390,000) | AID 1347120;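 also: plate controls were DMSO vehicle for no effect and reference control for full effect; nearly all actives have a fitted effect of over 55% in size; some results filed as inactive show a strong effect at the top dose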
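Absorbance at 600 nm, taken 24hr after compound addition, measured rescue of FUS-yeast growth at 30C. Induction used 2% galactose with seeding at OD 0.005. Controls: CP55940 from 92uM final, DMSO only.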
PTHR1 ag: PTHR1 (human) receptor agonism. AID 743266. Potency, µM (highest dose often 115 µM), without a hit: at the top dose activation, actives largely listed as activators. Q03431. actives 0.075% (n = 410,000). HEK293 GP2 PTHR1 cells, GloSensor cAMP luminescence, 1 h; also: nearly all actives have a fitted effect of over 55% in size; some results filed as inactive show a strong effect at the top dose; inactives centre near -15; many of its hits are not listed in these tables
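HEK-293-derived GP2 cells expressing PTHR1 and a GloSensor cAMP reporter, 3,000/well, plated overnight, given luciferin plus IBMX (each 0.5 mM as added) for 1 h at 37 °C, then compound for 1 h at 37 °C. Luminescence was read after 15 min at room temperature.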
EPAC2 agonist: agonists of human EPAC2 (RAPGEF4) | EPAC2 activation, biochemical qHTS; response scale: 100% = 6.5 mM cAMP response | actives 0.079% (n = 360,000) | Potency, µM (top dose mostly 154 µM), for the others: at the top dose activation, actives largely listed as activators | Q8WZA2; also: nearly all actives have a fitted effect of over 50% in size
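Exchange assay: 100 nM EPAC2 with 250 nM Rap1B-BODIPY-GDP and 50 uM GDP. Fluorescence (ex 480/em 540 nm) read every 5 min for 30 min at room temperature. Data normalized to 6.5 mM cAMP as agonist control.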
EPAC2 antag: blocks human EPAC2 exchange factor. Q8WZA2. EPAC2 GEF exchange of Rap1B-BODIPY-GDP, fluorescence. Potency, µM (doses to about 114 µM), for the others: at the highest dose activity, negative = inhibition, most hits filed as inhibitors. actives 0.18% (n = 360,000). AID 720708; also: % is scaled to controls: 0 for no effect and ±100 for the full control effect; nearly all actives have a fitted effect of over 45% in size; many of its hits are not listed in these tables
TDP-43 yeast inh: rescues yeast growth from TDP-43 toxicity. actives 1.8% (n = 410,000). Potency, µM (top dose mostly 46.1 µM), without a hit: at the top dose growth rescue (activation), actives largely listed as activators. TDP-43 expressing yeast growth rescue, BacTiter-Glo, 24 h; also: % of control where 0% means no effect; nearly all actives have a fitted effect of over 50% in size
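Galactose-induced TDP-43 yeast, OD600=0.02, compound pinned; 24 hr, 30 deg C; BacTiter-Glo luminescence for growth. Inhibitors of TDP-43 toxicity read as activators.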
EPAC1 ag: agonists of human EPAC1; O95398; EPAC1 agonist qHTS, biochemical assay; response scale: 100% = response to 6.5 mM cAMP; Potency, µM (highest dose often 154 µM), for the others: at the top dose activation, usual class: activators; actives 0.073% (n = 360,000); AID 720707; also: nearly all actives have a fitted effect of over 60% in size
Target sequence (O95398 whole entry, looked up): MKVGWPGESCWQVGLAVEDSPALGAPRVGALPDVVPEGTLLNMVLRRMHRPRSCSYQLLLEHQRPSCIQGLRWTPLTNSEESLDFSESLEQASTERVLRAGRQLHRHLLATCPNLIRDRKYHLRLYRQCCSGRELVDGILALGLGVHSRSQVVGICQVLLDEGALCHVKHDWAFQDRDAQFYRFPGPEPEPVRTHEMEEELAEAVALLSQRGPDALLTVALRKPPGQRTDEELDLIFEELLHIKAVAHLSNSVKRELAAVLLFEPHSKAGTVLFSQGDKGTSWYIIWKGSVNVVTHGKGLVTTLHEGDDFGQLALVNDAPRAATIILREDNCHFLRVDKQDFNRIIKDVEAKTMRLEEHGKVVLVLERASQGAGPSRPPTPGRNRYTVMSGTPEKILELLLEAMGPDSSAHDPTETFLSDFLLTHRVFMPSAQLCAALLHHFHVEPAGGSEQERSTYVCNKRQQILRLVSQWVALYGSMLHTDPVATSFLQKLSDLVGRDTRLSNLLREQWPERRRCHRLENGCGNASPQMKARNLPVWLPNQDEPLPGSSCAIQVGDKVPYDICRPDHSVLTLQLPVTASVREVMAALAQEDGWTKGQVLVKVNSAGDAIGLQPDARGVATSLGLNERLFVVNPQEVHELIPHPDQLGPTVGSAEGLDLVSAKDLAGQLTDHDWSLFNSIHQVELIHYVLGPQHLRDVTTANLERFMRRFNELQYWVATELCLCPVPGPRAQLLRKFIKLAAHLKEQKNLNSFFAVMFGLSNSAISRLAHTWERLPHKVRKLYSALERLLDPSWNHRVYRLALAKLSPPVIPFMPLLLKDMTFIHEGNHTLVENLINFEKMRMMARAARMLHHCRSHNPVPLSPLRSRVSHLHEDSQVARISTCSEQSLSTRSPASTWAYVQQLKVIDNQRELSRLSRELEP
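Multi-concentration qHTS readout: loss of Rap1B-bound BODIPY-GDP fluorescence driven by 100 nM EPAC1 with excess GDP (50 uM), monitored kinetically at room temperature; agonist response expressed relative to 6.5 mM cAMP.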
EPAC1 antagonist: blocks human EPAC1 exchange factor; EPAC1 GEF assay, Rap1b-BODIPY-GDP exchange fluorescence; Potency, µM (highest dose often 115 µM), without a hit: top-dose activity change, negative = inhibition, usual class: inhibitors; actives 0.14% (n = 360,000);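 also: plate controls were vehicle for no effect and positive control for full effect; nearly all actives have a fitted effect of over 50% in size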
aSyn yeast inh: alpha-synuclein toxicity inhibition in yeast. Yeast expressing alpha-synuclein, growth rescue, BacTiter-Glo, 24 h. Potency, µM (doses to about 46.1 µM), without a hit: top-dose growth rescue (activation), usual class: activators. actives 0.14% (n = 370,000). AID 652106; also: % of control where 0% means no effect; nearly all actives have a fitted effect of over 65% in size
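Screening used galactose-induced yeast with toxic alpha-synuclein levels, exposed to compound for 24 hr at 30 deg C. Cell growth, read with BacTiter-Glo luminescence, gave the measured signal.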
* hit, by the source's call; i = inactive; ? = inconclusive; . = no result given; [ ] = remark or other dose. Calls follow the shape of the dose curve; as a rule, active = well fitted curve in the direction sought with a large enough effect; inconclusive = small, poorly fitted or top-dose-only effect, or another doubt; inactive = no such curve, though single readings can be large; an effect the other way counts as inactive or inconclusive. Potency is read from the fitted curve at half-maximal effect. Only part of the results is shown, so the mix of outcomes need not match the whole.

Order of values – FUS suppressor	PTHR1 ag	EPAC2 agonist	EPAC2 antag	TDP-43 yeast inh	EPAC1 ag	EPAC1 antagonist	aSyn yeast inh
- Cc1cnc(C(=O)OCC(=O)Nc2cccc(Cl)c2)cn1
→ 15%	i	14%	1%	3%	-2%	12%	0%
- COC(=O)C1C(=O)CC(C)(O)C(C(=O)OC)C1/C=C/c1ccccc1 (configuration not stated)
→ -5%	i	4%	4%	-17%	-8%	5%	-8%
- COc1cccc(-n2c(N)cc(=O)nc2SCC(=O)N2CCN(c3ccccc3)CC2)c1
→ .	i	11%	17%	25%	2%	-5%	5%
- Cn1c(SCC(=O)Nc2cccc(O)c2)nnc1-c1ccc(S(=O)(=O)N2CCOCC2)cc1
→ 10%	i	1%	-3%	-8%	3%	7%	-1%
- COc1ccc(NC(=S)N2CCc3ccccc3C2)cc1OC
→ -21%	-16%	1%	-25%	13%	7%	5%	-2%
- O=C(CCCn1cnc([N+](=O)[O-])n1)Nc1ccc(F)c(Cl)c1
→ -10%	?	8%	-7%	17%	-2%	9%	4%
- COC(=O)[C@H](C)NC(=O)NCc1ccccc1
→ -27%	i	9%	5%	-18%	8%	1%	-7%
- Cc1ccc2nc(NC(=O)C3CCCN(S(=O)(=O)c4cnc[nH]4)C3)sc2c1 (configuration not stated)
→ -17%	-46%[inhibitor]	6%	-6%	9%	-3%	-12%	-3%
- CCn1nc(C(=O)NC2=NCCS2)c2ccccc2c1=O
→ 7%	i	-2%	3%	13%	-2%	-3%	1%
- O=C(CSCCO)Nc1nccs1
→ -38%	i	-26%	-1%	9%	1%	2%	-2%
- N#Cc1ccc(CSc2nnc(Nc3ccccc3)s2)cc1
→ -1%	-17%	1%	-1%	3%	11%	-2%	1%
- COC(=O)c1sc(NC(=O)CSc2nnnn2C)nc1C
→ 2%	-20%	3%	5%	-9%	1%	-1%	6%
- O=C(CCNS(=O)(=O)c1ccccc1C(F)(F)F)NCCCc1ccccc1
→ -6%	i	8%	3%	18%	13%	-5%	2%
- CCc1ccc(C2C(C#N)=C(N)Oc3n[nH]c(CC(=O)OC)c32)cc1 (configuration not stated)
→ 8%	-16%[57.5 µM]	-1%	13%	8%	-3%	-7%	-12%
- O=C1OC=NC1=Cc1ccccc1
→ .	-25%	2%	5%	25%	4%	11%	6%
- O=c1c2ccc(Cl)cc2nc(-c2cccc(C(F)(F)F)c2)n1O
→ .	i	13%	-6%	-56%[inhibitor]	-9%	-8%	7%
- CCC(C)(C)n1nnnc1C(c1ccncc1)N1CCC(C)CC1 (configuration not stated)
→ 8%	i	-37%[inhibitor][15.6 µM]	-6%	-10%	-10%	4%	-3%
- COC(=O)[C@H](CCSC)NC(=O)[C@@H](Cc1cnc[nH]1)NC(=O)OCc1ccccc1
→ 12%	i	4%	-1%	-5%	1%	7%	-4%
- N/C(=N\NC(=O)c1ccccc1)c1cc2ccccc2oc1=O
→ -12%	-4%	9%	5%[57.1 µM]	-4%	1%	-1%	-5%
- O=C1N/C(=N/N=C/c2ccc(F)cc2)SC1c1ccccc1 (configuration not stated)
→ -13%	-5%	5%	-19%	7%	17%	-10%	-4%
- COC(=O)c1c(NC(=O)C(=O)NCCCN2CCOCC2)sc2c1CC(C)(C)OC2
→ 5%	-19%	13%	7%	-4%	2%	-31%	1%
- Cc1ccc(NC(=S)NC2CCN(Cc3ccccc3)CC2)cc1C
→ -23%	-4%	9%	-7%	-2%	4%	-9%	2%
- CN1CCC23c4ccccc4NC1C21CCN(C)C3Nc2ccccc21
→ -12%	i	13%	-6%	6%	5%	-1%	5%
- O=C(C1CCC1)N1CCc2cc(S(=O)(=O)NCC3COc4ccccc4O3)ccc21 (configuration not stated)
→ 13%	-22%	3%	-5%	22%	-2%	-1%	0%
- COc1cc(CNCCSc2nnnn2C)cc(OC)c1OC
→ -7%	-14%[57.5 µM]	0%	-2%	-3%	12%	15%	-5%
- Cc1ccc(S(=O)(=O)NCC(=O)OCc2ccccc2Br)cc1
→ 28%	-22%	12%	-16%	24%	13%	-3%	11%
- COc1ccc(OC)c(N2Cc3cc(C)c(C)cc3C2)c1
→ ?	-12%[57.5 µM]	-5%	-5%	-10%	-47%[inhibitor]	-1%	0%
- Cc1ccc(O)c(Cc2cc(C)cc(Cc3cc(C)ccc3O)c2O)c1
→ -16%	-37%[inhibitor]	7%	?	21%	4%	-20%	9%
- Cc1c(Br)c(O)c(Br)c2sc(=O)oc12
→ -10%	i	7%	?	?	4%	?	-43%[inhibitor]
- CCn1c(NC(=O)Nc2cccc(C)c2C)cc2sccc21
→ 25%	-16%	-2%	-14%	15%	-21%	22%	-6%

13 entries from above, set out differently:
SMILES	FUS suppressor	PTHR1 ag	EPAC2 agonist	EPAC2 antag	TDP-43 yeast inh	EPAC1 ag	EPAC1 antagonist	aSyn yeast inh
COC(=O)[C@H](CCSC)NC(=O)[C@@H](Cc1cnc[nH]1)NC(=O)OCc1ccccc1	12%	i	4%	-1%	-5%	1%	7%	-4%
N/C(=N\NC(=O)c1ccccc1)c1cc2ccccc2oc1=O	-12%	-4%	9%	5%[57.1 µM]	-4%	1%	-1%	-5%
O=C1N/C(=N/N=C/c2ccc(F)cc2)SC1c1ccccc1 (configuration not stated)	-13%	-5%	5%	-19%	7%	17%	-10%	-4%
COC(=O)c1c(NC(=O)C(=O)NCCCN2CCOCC2)sc2c1CC(C)(C)OC2	5%	-19%	13%	7%	-4%	2%	-31%	1%
Cc1ccc(NC(=S)NC2CCN(Cc3ccccc3)CC2)cc1C	-23%	-4%	9%	-7%	-2%	4%	-9%	2%
CN1CCC23c4ccccc4NC1C21CCN(C)C3Nc2ccccc21	-12%	i	13%	-6%	6%	5%	-1%	5%
O=C(C1CCC1)N1CCc2cc(S(=O)(=O)NCC3COc4ccccc4O3)ccc21 (configuration not stated)	13%	-22%	3%	-5%	22%	-2%	-1%	0%
COc1cc(CNCCSc2nnnn2C)cc(OC)c1OC	-7%	-14%[57.5 µM]	0%	-2%	-3%	12%	15%	-5%
Cc1ccc(S(=O)(=O)NCC(=O)OCc2ccccc2Br)cc1	28%	-22%	12%	-16%	24%	13%	-3%	11%
COc1ccc(OC)c(N2Cc3cc(C)c(C)cc3C2)c1	?	-12%[57.5 µM]	-5%	-5%	-10%	-47%[inhibitor]	-1%	0%
Cc1ccc(O)c(Cc2cc(C)cc(Cc3cc(C)ccc3O)c2O)c1	-16%	-37%[inhibitor]	7%	?	21%	4%	-20%	9%
Cc1c(Br)c(O)c(Br)c2sc(=O)oc12	-10%	i	7%	?	?	4%	?	-43%[inhibitor]
CCn1c(NC(=O)Nc2cccc(C)c2C)cc2sccc21	25%	-16%	-2%	-14%	15%	-21%	22%	-6%

Next compounds
Order of values – FUS suppressor	PTHR1 ag	EPAC2 agonist	EPAC2 antag	TDP-43 yeast inh	EPAC1 ag	EPAC1 antagonist	aSyn yeast inh
- COc1ccc(OC)c(CC(=O)N2CCc3cc(OC)c(OC)cc3C2)c1
→ 29%	-83%[inhibitor]	6%	3%	-11%	3%	-17%	0%
- O=C(Nc1ccc2c(c1)OCO2)N1CCN(C/C=C/c2ccccc2)CC1
→ -4%	-7%	12%	-2%	-11%	3%	-11%	0%
- Cc1ccccc1C(=O)NNC(=O)CCC(=O)Nc1cccc(Cl)c1C
→ 4%	i	17%	1%	-25%	2%	1%	-1%
- Nc1ccc(C(=O)Nc2ccccc2C(=O)O)cc1
→ 19%	-35%[inhibitor]	-5%	5%	5%	10%	-7%	3%
- CCCCN(C(=O)c1[nH]c(C)c(C(C)=O)c1C)c1c(N)n(CCCC)c(=O)[nH]c1=O
→ 2%	i	4%	9%	19%	-2%	-1%	-2%
- Cc1c(CC(=O)O)c(=O)oc2c(C)c(OCc3ccc(F)cc3F)ccc12
→ 1%	i	20%	4%	16%	2%	-27%	-3%
- COc1cc(NS(=O)(=O)c2ccc(Cl)cc2)c(C(=O)O)cc1OC
→ .	i	3%	0%	0%	6%	6%	-6%
- COc1ccccc1C(NC(C)=O)c1c(O)ccc2ccc(O)cc12 (configuration not stated)
→ -3%	-14%	4%	?	-6%	2%	-19%	-6%
- COc1ccccc1NS(=O)(=O)c1cccc(N2CC(O)=C(c3ccccc3)C2=N)c1
→ 7%	-14%	2%	5%	-1%	11%	-28%	5%
- Cc1ccc(C)c(NC(=S)NC(C)C(c2ccccc2)N2CCN(C)CC2)c1 (configuration not stated)
→ 12%	-22%	-3%	12%	-14%	-1%	-6%	0%
- CCN(CC)CCCNC(=O)Cn1cnc2sc(C)c(S(=O)(=O)N3CCN(c4ncccn4)CC3)c2c1=O
→ 8%	i	-6%	0%	20%	0%	-5%	-6%
- CC(=O)NC1=NN(C(C)=O)C(C)(c2ccc(Cl)s2)S1 (configuration not stated)
→ -8%	i	1%	-10%	11%	-4%	1%	7%
- CCOc1cc2c3c(c1)C1(C(=O)N3C(C)(C)CC2C)C(C#N)=C(N)N2C(=C1C#N)Nc1ccccc12 (configuration not stated)
→ ?	-7%	14%	7%	-16%	7%	18%	2%
- CN(C)S(=O)(=O)c1ccc(C(=O)NCC(=O)N/N=C/c2ccco2)cc1
→ 14%	i	11%	-4%	6%	15%	-22%	-1%
- COc1ccccc1S(=O)(=O)NCc1ccc(C(=O)NC(C)c2ccccn2)cc1 (configuration not stated)
→ -3%	-15%	5%	-8%	5%	6%	-8%	0%
- CC(=O)N(Cc1cc(=O)[nH]c2ccccc12)c1ccc(C)cc1
→ 7%	-14%[57.5 µM]	7%	10%	-2%	-2%	9%	2%
- Cc1cccnc1NC(=S)NCCc1ccccc1
→ 28%	-16%	18%	-17%	21%	12%	-24%	18%
- CNc1oc(-c2cccs2)nc1S(=O)(=O)c1ccccc1
→ 10%	-20%	-5%	12%	-15%	-1%	-3%	1%
- O=C(CCc1ccccc1)Nc1nc2n(n1)C(c1ccc(Cl)cc1)CC(=O)N2 (configuration not stated)
→ 5%	i	8%	20%[57.1 µM]	-13%	-5%	15%	-13%
- Cc1ccnc(NS(=O)(=O)c2cnc(Cl)c(Br)c2)c1
→ -16%	i	-1%	-6%	8%	12%	-1%	-1%
- O=C(CSc1nnnn1Cc1ccccc1)Nc1ccc2c(c1)OCCO2
→ 26%	-6%[57.5 µM]	14%	-15%	-1%	2%	-3%	-2%

From PubChem
